High-throughput results deposited in PubChem by Broad Institute.
SIRT5 block: sirtuin-5 (human) deacylase inhibition. inhibition, % at 15 µM. actives 1.1% (n = 330,000). Purified SirT5, succinyl-peptide AMC, trypsin-coupled fluorescence. AID 652115. Q9NXA8; in the data active = inhibition above about 15%; inconclusive = no clear call, values can overlap the other calls
Target sequence (Q9NXA8 whole entry, looked up): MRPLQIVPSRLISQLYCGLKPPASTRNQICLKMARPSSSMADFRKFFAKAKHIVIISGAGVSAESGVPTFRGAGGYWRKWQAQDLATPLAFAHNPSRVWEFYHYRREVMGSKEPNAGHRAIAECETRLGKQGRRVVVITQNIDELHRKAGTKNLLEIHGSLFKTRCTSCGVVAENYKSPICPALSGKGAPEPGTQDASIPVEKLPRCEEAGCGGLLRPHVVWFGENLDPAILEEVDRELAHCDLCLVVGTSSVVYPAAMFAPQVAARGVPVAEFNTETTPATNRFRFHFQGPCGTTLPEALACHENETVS
ERAP1 HTS inh: inhibitors of human ERAP1 aminopeptidase; actives 0.15% (n = 340,000); Q9NZ08; recombinant ERAP1, Leu-AMC fluorescence, 60 min; inhibition, % at 10.7 µM;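 active = mean replicate inhibition of at least 30%, or all replicates individually reaching that 30% level; inactive = mean below 30% and not every replicate reaching it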;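 note: 0% = neutral control wells and 100% = L-leucinethiol positive control wells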
Casp6 inh: blocks human caspase-6 cleavage activity | actives 0.53% (n = 350,000) | purified caspase-6, Z-VEID-R110 cleavage fluorescence | AID 686996 | P55212 | inhibition, % at 12.5 µM;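 active = mean inhibition across replicates at least about 35%, with every replicate also reaching that limit, limit read from the data; inconclusive = only one of the two criteria met; inactive = neither criterion met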;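 note: 0% = median of neutral control wells and 100% = no fluorescence left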
Target sequence (P55212 24-179 limits assumed): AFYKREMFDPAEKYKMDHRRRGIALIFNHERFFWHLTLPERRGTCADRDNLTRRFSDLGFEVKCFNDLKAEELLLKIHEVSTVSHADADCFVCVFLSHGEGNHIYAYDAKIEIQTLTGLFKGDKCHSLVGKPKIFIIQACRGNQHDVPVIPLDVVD
Target sequence (P55212 194-293 limits assumed): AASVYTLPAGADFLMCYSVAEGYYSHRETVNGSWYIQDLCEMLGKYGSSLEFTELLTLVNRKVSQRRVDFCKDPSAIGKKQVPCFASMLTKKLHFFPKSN
ERp5 block: ERp5 (human) disulfide isomerase inhibition; Q15084; ERp5 insulin aggregation, absorbance 650 nm, 90 min; inhibition, % at 9.99 µM; actives 0.05% (n = 350,000); AID 651711;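 active = mean replicate inhibition above about 25%, with every replicate also reaching it, limit read from the data, passing the limit was not always enough; inconclusive = only one of those two criteria met; inactive = neither criterion met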
Target sequence (Q15084 whole entry, looked up): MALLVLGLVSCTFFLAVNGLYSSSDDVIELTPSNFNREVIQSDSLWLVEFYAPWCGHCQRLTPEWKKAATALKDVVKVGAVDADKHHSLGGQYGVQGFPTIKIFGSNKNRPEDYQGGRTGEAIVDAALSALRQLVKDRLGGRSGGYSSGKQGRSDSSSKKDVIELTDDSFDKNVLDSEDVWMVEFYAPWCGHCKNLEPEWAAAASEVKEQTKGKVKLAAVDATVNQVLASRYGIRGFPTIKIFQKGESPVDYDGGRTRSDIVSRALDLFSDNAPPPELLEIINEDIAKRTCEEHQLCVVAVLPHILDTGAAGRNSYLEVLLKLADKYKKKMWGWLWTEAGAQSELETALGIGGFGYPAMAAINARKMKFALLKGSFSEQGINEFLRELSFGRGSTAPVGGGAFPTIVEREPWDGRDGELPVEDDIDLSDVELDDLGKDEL
DENV2 CPE rescue: DENV2-induced cell death inhibition. DENV2-infected cells, cytopathic effect rescue, plate reader. CPE inhibition, % at 9.99 µM. actives 1.7% (n = 350,000); in the data active = CPE inhibition above about 20%, passing the limit was not always enough; inconclusive = no clear call, values can overlap the other calls; tested in BHK-21 cells;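 note: 0% = median of neutral control wells and 100% = median of positive control wells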
miR-122 sensor: inhibitors of miR-122 in Huh7 cells. Huh7 miR-122 Renilla luciferase sensor, 48 h; neutral wells = 0, positive control = 100. activation (reporter increase), % at 12.5 µM. actives 0.3% (n = 340,000). AID 602342;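 active = mean replicate activation score at least 90 and every replicate individually at or above 90; inconclusive = only one of the two criteria met; inactive = neither criterion met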;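 note: higher luciferase means less miR-122 activity so hits act as miR-122 inhibitors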
F508del corr: CFTR F508del correction in bronchial cells; AID 720511; CFBE cells, YFP halide quenching; stimulated with forskolin plus potentiator P3; % fluorescence drop versus neutral controls; actives 0.36% (n = 350,000); activity (quench increase), % at 7.58 µM;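 active = mean added fluorescence quench of at least 8% versus neutral control, with both replicates also reaching 8%; inconclusive = only one of the mean or replicate conditions met; inactive = mean below 8% and not both replicates reaching 8%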;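 note: cells transiently co-express mutant CFTR-F508del with the halide-sensitive YFP; corrector assay measuring rescue of mutant channel to the surface after 24 h compound exposure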
* hit, by the source's call; ? = inconclusive; nt = not tested or not shown; [ ] = dose if it differs, or a comment.

SMILES	SIRT5 block	ERAP1 HTS inh	Casp6 inh	ERp5 block	DENV2 CPE rescue	miR-122 sensor	F508del corr
C[C@@H]1CCCCO[C@@H](CN(C)S(=O)(=O)c2cccs2)[C@H](C)CN([C@H](C)CO)C(=O)c2cc(NC(=O)Nc3ccc(F)cc3)ccc2O1	17*	-3	0	1	0	-9[16.7 µM]	1.2
COc1ccc(-c2nnc(-c3ccc(C)cc3)o2)cc1	-4	1	0	-4	18	7	2.1
CC(=O)Nc1ccc(NC(=O)CCNC(=O)c2ccccc2Cl)cc1	-3	-2	-1	2	-2	-2	-0.5
COc1ccc(NC(=O)Nc2ccc3c(c2)C(=O)N([C@H](C)CO)C[C@H](C)[C@H](CN(C)S(C)(=O)=O)OCCCC[C@@H](C)O3)cc1	13	0	3	-2	8	9[16.7 µM]	-0.1
C[C@H](NC(=O)C[C@H]1C=C[C@H](NC(=O)C2CCOCC2)[C@@H](CO)O1)c1ccccc1	3	-2	6	-2	-9	nt	3.2
CCOC(=O)c1[nH]c2ccc(OC)cc2c1NC(=O)c1ccccc1C(=O)O	1	1	4	3	0	nt	3.3
O=S(=O)(N[C@@H]1CC[C@@H](CCn2cc(-c3cccc(F)c3)nn2)O[C@H]1CO)c1ccc(Cl)cc1	2	-2	-2	6	5	nt	0.9
Cc1cc(C)c(OCCCNC2CCCC2)c(Br)c1	nt	-5	-4	2	28*	nt	2.5
OCC1(Cc2cccc(F)c2)CCN(Cc2ccc3cccc(F)c3n2)CC1	-4	10	-2	4	1	-10	nt
Cn1ccc2c(N3c4ccccc4CCc4ccccc43)cc3c(c21)C1CCC3O1 (configuration not stated)	-1	nt	0	-3	4	0	2.9
CCn1c(SCC(=O)NC2CCCCC2)nnc1-c1ccccc1F	-2	-2	-1	0	-3	-8	2.6
COc1ccc(Cl)cc1NS(=O)(=O)c1c(C)[nH]c(=O)[nH]c1=O	-3	0	-1	0	-1	-3	0.0
CO[C@H]1CN(C)C(=O)c2cc(C#N)ccc2OCC[C@H]2CC[C@@H](OC)[C@@H](CN(C)C(=O)[C@@H]1C)O2	-8	-3	-1	-5	-3	nt	nt
O=C(N/N=C/c1coc2ccc(Cl)cc2c1=O)c1ccc(O)cc1	-1	1	5	-2	-2	13	1.4
COc1ccc(C2CC(c3cccs3)=NN2c2nc(-c3ccccc3)cs2)cc1OC (configuration not stated)	-3	-2	-1	?	nt	9	2.9
C[C@H](CO)N1C[C@H](C)[C@H](CN(C)C)Oc2cc(-c3cccc(C#N)c3)ccc2S1(=O)=O	-5	-1	1	-2	2	1[16.7 µM]	nt
O=c1c2ccccc2sn1-c1cccc(Cl)c1	0	nt	0	-6	-7	-4	-3.2
CO[C@@H]1CN(C)C(=O)c2ccc(NC(=O)C3CCC3)cc2OC[C@H](C)N(C)C[C@@H]1C	-3	1	-14	7	6	2[16.7 µM]	-2.3
CCN(CC)S(=O)(=O)c1ccc(Cl)c(NC(=O)COC(=O)c2cc(-c3ccccc3Cl)nc3ccccc23)c1	-6	-1	0	-5	5	nt	nt
CCOC(=O)Cn1nc(C)c(NC(=O)c2ccc(Cl)c([N+](=O)[O-])c2)c1C	-6	7	-1	4	5	nt	2.3
CCCn1c(CN2CCN(c3cccc(Cl)c3)CC2)nc2c1c(=O)n(C)c(=O)n2C	-2	10	-1	-2	-8	-3	0.6
COc1ccc(CN(C)C(=O)c2cccc(S(=O)(=O)N3CCCc4ccccc43)c2)c(OC)c1OC	1	-7	-162	1	4	nt	5.8
CN(C)C(=O)c1ccc(-c2ccc([C@H]3[C@@H](CO)N4CCCCN(C(=O)C5CCC5)C[C@H]34)cc2)cc1	-2	1	2	-2	20	-25[16.7 µM]	-3.1
Cc1ccc(C(=O)NNC(=O)c2cccc(S(=O)(=O)N3CCOCC3)c2)cc1	0	-6	-1	6	-2	0	-1.8
Cc1ccc(C)c(OCCC(=O)N2CCN(S(=O)(=O)c3ccc([N+](=O)[O-])cc3)CC2)c1	1	-2	-1	-1	-4	6	-0.6

More compounds
SMILES	SIRT5 block	ERAP1 HTS inh	Casp6 inh	ERp5 block	DENV2 CPE rescue	miR-122 sensor	F508del corr
CC(C)(C)OC(=O)C[C@H]1C/C=C\C[C@@H](CC(=O)N[C@H](CO)Cc2ccccc2)C(=O)NC[C@@H](c2ccccc2)OC1=O	-5	1	3	4	0	-2	0.1
CCS(=O)(=O)N1CC(=O)N2[C@H](CO)[C@@H](c3ccc(C#CCc4ccccc4)cc3)[C@@H]2C1	0	nt	nt	2	-4	nt	-2.7
Cc1ccc(NC(=O)COc2ccc(C3SCCS3)cc2)cc1	-2	-4	2	3	-3	nt	nt
Cc1cccc(S(=O)(=O)N2CC[C@H]3[C@@H](CO)N(C)c4ccc(-c5ccccc5F)cc4[C@H]32)c1	-25	-1	0	-2	-17	1[16.7 µM]	2.0
Cc1ccccc1NC(=O)Nc1c(C)n(C)n(-c2ccccc2)c1=O	-2	1	-2	7	7	nt	-0.2
O=C(NC1CCCCC1)C(c1ccccc1)N(Cc1cccnc1)C(=O)c1csnn1 (configuration not stated)	-1	0	-4	2	13	-8	1.1
Cc1cccc(-n2nc(C)c3c(C(=O)O)cc(-c4cccs4)nc32)c1	3	-4	9	2	?	nt	2.0
CCc1nc(SCc2ccc(OC)cc2)n[nH]1	3	-2	-1	0	2	-4	1.1
O=C(N/N=C/c1ccc(O)cc1)NC12CC3CC(CC(C3)C1)C2	-2	0	0	0	10	nt	-0.6
O=c1oc2c(-c3cccc(F)c3)cc(O)cc2s1	-3	3	3	7	8	nt	1.1
COc1ccc(NC(=O)Nc2ccc3c(c2)C(=O)N([C@@H](C)CO)C[C@@H](C)[C@@H](CN(C)C(=O)NC2CCCCC2)OCCCC[C@@H](C)O3)cc1	12	2	1	0	8	1[16.7 µM]	2.1
Cc1cccc2c1cnn2C(=O)CCC(=O)NCC(C)c1ccccc1 (configuration not stated)	-2	3	-1	-5	-2	-4	0.4
Cc1cccc(Cc2nnc(CCC(=O)N3CCCCC3c3nccs3)o2)c1 (configuration not stated)	1	-3	2	-1	6	nt	2.2
CC(=O)NC(Cc1cccc(C)c1)C(=O)NC1CCN(C(=O)c2ccc([N+](=O)[O-])cc2)CC1 (configuration not stated)	4	-1	2	-3	6	nt	1.2
COC(=O)[C@]1(Cc2ccccc2)N[C@H](c2ccc(-c3cccc(Cl)c3)cc2)[C@@H]2C(=O)N(C)C(=O)[C@@H]21	-1	-5	1	-2	8	nt	4.1
CCC(C)(C)NC(=O)C(c1ccccn1)N(C(=O)c1csnn1)C1CCCCC1 (configuration not stated)	3	0	3	-4	nt	nt	2.1
Nc1c(O)ccc2c1C(=O)c1ccccc1C2=O	0	2	5	2	18	nt	-2.9
CCCCn1nnnc1C(c1ccccc1)N1CCN(c2cccc(C)c2C)CC1 (configuration not stated)	3	8	-3	-3	-7	nt	2.9
Cc1c(O)ccc2c(O)c(NC(=O)c3ccc4c(c3)CCC(C)(C)O4)c(=O)oc12	-1	1	7	-1	-3	nt	-1.8
COc1ccc(CN2C(=NC(=O)C3CCCO3)SC3CS(=O)(=O)CC32)cc1 (configuration not stated)	-2	-1	0	3	-3	9	-2.2
CNc1cncc(-c2ccoc2)n1	nt	-1	-1	7	20	-2	-1.7
CC1(c2ccc(C#N)cc2)NC(=O)N(CC(=O)Nc2cc(S(=O)(=O)N3CCOCC3)ccc2Cl)C1=O (configuration not stated)	-2	-1	-1	-4	-3	nt	1.1
CC1CCCN(C2=C(Cl)C(=O)N(c3cccc(Cl)c3)C2=O)C1 (configuration not stated)	-5	-1	3	-3	11	4	4.2
COc1ccc(CNCCCn2cnc(C(=O)Nc3ccc(C)c(C)c3)n2)cc1	-3	-1	-2	4	4	1	2.3
O=C(N/C(=C\c1ccc([N+](=O)[O-])cc1)C(=O)N1CCOCC1)c1cccc(Br)c1	-2	1	3	6	8	70	-0.4

(list continues)
SMILES	SIRT5 block	ERAP1 HTS inh	Casp6 inh	ERp5 block	DENV2 CPE rescue	miR-122 sensor	F508del corr
Cc1cccc(S(=O)(=O)NC(=O)C2(C)CCN2C(=O)Cc2ccccc2)c1 (configuration not stated)	nt	2	17	-4	?	2	0.8
COc1ccc(-c2cn3nc(C)c(C)nc3n2)cc1OC	4	6	4	-2	-2	0	4.3
Cc1[nH]c(N=Nc2ccccc2)nc1N=Nc1ccccc1	6	0	1	0	2	nt	0.0
NC(=O)C(Cc1ccccc1)NS(=O)(=O)c1ccc(N2CCCC2=O)cc1 (configuration not stated)	nt	-1	0	5	nt	-5	nt
COc1ccccc1S(=O)(=O)N[C@@H]1CC[C@@H](CC(=O)N2CCCCC2)O[C@@H]1CO	2	3	3	1	-9	nt	-1.3
O=C(c1ccc(F)cc1)N1CC(=O)N2[C@@H](CO)[C@@H](c3ccc(-c4ccccc4)cc3)[C@@H]2C1	2	2	-2	-2	6	nt	2.5
CC(=O)N1c2ccc(S(=O)(=O)NCCc3ccccc3)cc2CC1C (configuration not stated)	4	1	0	3	2	153*	0.8
CN(C)S(=O)(=O)c1cccc(NC(=O)C2Cc3ccccc3CN2C(=O)c2ccccc2)c1 (configuration not stated)	0	-2	0	-4	1	4	4.3
O=C(C1=C[C@@H](c2csc3ccccc23)C[C@@H](OCCCCO)O1)N1CCN(Cc2ccc3c(c2)OCO3)CC1	1	-3	1	7	-3	-8	0.5
O=C(CC1NCCc2ccccc21)Nc1ccccc1Cl (configuration not stated)	-1	0	-3	-3	-7	nt	-4.0
C[C@@H]1CCCCO[C@@H](CN(C)CC2CC2)[C@@H](C)CN([C@H](C)CO)C(=O)c2cc(NC(=O)Nc3ccc(C(F)(F)F)cc3)ccc2O1	nt	nt	nt	nt	?	4[16.7 µM]	2.2
CCOc1cc(C(=O)Nc2ccccc2N2CCOCC2)ccc1OCC(=O)N1CCOCC1	-1	1	0	2	-12	nt	3.6
COc1ccc(NC(=O)CCCc2ccccc2)c(OC)c1	-3	-3	-1	1	-3	-1	2.2

13 compounds already listed, arranged by SMILES length, rising.
SMILES	SIRT5 block	ERAP1 HTS inh	Casp6 inh	ERp5 block	DENV2 CPE rescue	miR-122 sensor	F508del corr
O=C(CC1NCCc2ccccc21)Nc1ccccc1Cl (configuration not stated)	-1	0	-3	-3	-7	nt	-4.0
COc1ccc(NC(=O)CCCc2ccccc2)c(OC)c1	-3	-3	-1	1	-3	-1	2.2
COc1ccc(-c2cn3nc(C)c(C)nc3n2)cc1OC	4	6	4	-2	-2	0	4.3
Cc1[nH]c(N=Nc2ccccc2)nc1N=Nc1ccccc1	6	0	1	0	2	nt	0.0
CC(=O)N1c2ccc(S(=O)(=O)NCCc3ccccc3)cc2CC1C (configuration not stated)	4	1	0	3	2	153*	0.8
CC1CCCN(C2=C(Cl)C(=O)N(c3cccc(Cl)c3)C2=O)C1 (configuration not stated)	-5	-1	3	-3	11	4	4.2
COc1ccc(CNCCCn2cnc(C(=O)Nc3ccc(C)c(C)c3)n2)cc1	-3	-1	-2	4	4	1	2.3
Cc1cccc(S(=O)(=O)NC(=O)C2(C)CCN2C(=O)Cc2ccccc2)c1 (configuration not stated)	nt	2	17	-4	?	2	0.8
CCOc1cc(C(=O)Nc2ccccc2N2CCOCC2)ccc1OCC(=O)N1CCOCC1	-1	1	0	2	-12	nt	3.6
CN(C)S(=O)(=O)c1cccc(NC(=O)C2Cc3ccccc3CN2C(=O)c2ccccc2)c1 (configuration not stated)	0	-2	0	-4	1	4	4.3
O=C(N/C(=C\c1ccc([N+](=O)[O-])cc1)C(=O)N1CCOCC1)c1cccc(Br)c1	-2	1	3	6	8	70	-0.4
COc1ccccc1S(=O)(=O)N[C@@H]1CC[C@@H](CC(=O)N2CCCCC2)O[C@@H]1CO	2	3	3	1	-9	nt	-1.3
O=C(c1ccc(F)cc1)N1CC(=O)N2[C@@H](CO)[C@@H](c3ccc(-c4ccccc4)cc3)[C@@H]2C1	2	2	-2	-2	6	nt	2.5

Compounds as they come. Share with any hit: about 4%.
